All columns: NCI-60 one-dose screen, growth in % after 48 h at 10 µM unless noted; 100 = growth as untreated, 0 = no growth, -100 = all killed.
NCI/ADR-RES: NCI/ADR-RES ovarian cells | 81,000 tested, 4.4% active | AID 1794790
OVCAR-3: OVCAR-3 ovarian cancer; 79,000 tested, 7% active; AID 1794787
DU-145: DU-145 prostate cancer; 81,000 tested, 4.2% active
OVCAR-5: OVCAR-5 ovarian cancer; 82,000 tested, 2.9% active
OVCAR-8: OVCAR-8 ovarian cancer; 81,000 tested, 4.4% active; AID 1794782
OVCAR-4: OVCAR-4 ovarian cancer cells; 80,000 tested, 3.7% active
IGROV1: IGROV1 ovarian cancer. 79,000 tested, 4.7% active
SK-OV-3: SK-OV-3 ovarian cancer cells; AID 1794785; 80,000 tested, 3.2% active
* hit, by the source's call; / = not tested or not shown; & = joins results of further samples; ! = not active in a repeat. How the source made its calls: active means growth percent below 10; inactive means the rest. An unsorted share of the library; 9.5% or so of the library scored in one or more.

SMILES	NCI/ADR-RES	OVCAR-3	DU-145	OVCAR-5	OVCAR-8	OVCAR-4	IGROV1	SK-OV-3
O=C(COc1ccc(NC(=O)Nc2ccc(Cl)cc2)cc1)N/N=C/c1ccccc1	-11*	-77*	-24*	-9.6*	-49*	-52*	-57*	-60*
CCCC(CCC(C)=O)[N+](=O)[O-] (stereo not drawn)	101	109	102	107	100	98	104	100
CCN(CC)c1ccc2cc(C(Nc3ccc(Br)cc3)c3nnnn3C(C)(C)C)c(=O)oc2c1 (stereo not drawn)	93	102	98	87	93	/	99	101
C=C1C(=O)O[C@H]2[C@H]1CC/C(COC(=O)NCc1ccc(Cn3c(=O)sn(CCCCC)c3=O)cc1)=C\CC[C@@]1(C)O[C@@H]21	100	-56*	9.2*	72	58	30	24	94
Cc1ccc(C(=O)c2ccc(CC(=O)N/N=C/c3cccc(O)c3O)n2C)cc1	19	24	49	73	39	29	51	68
CC(=O)[C@@]12O[C@](C)(c3ccccc3)O[C@@H]1CC1C3CCC4=CC(=O)CC[C@]4(C)C3CC[C@@]12C (stereo partly drawn)	60	54	97	88	82	44	71	100
Cc1cc(=O)oc2c1ccc1oc(C(=O)c3ccccc3)c(C)c12	83	86	99	104	76	67	102	109
CCOC(=O)C1([N+](=O)[O-])CC(c2ccccc2)ON(c2ccccc2)C1c1ccc(OC)cc1 (stereo not drawn)	84	85	108	92	81	/	91	99
C=CCOc1ccnc(OCC=C)n1	98	104	102	106	95	96	119	109
O=S(=O)(c1ccc(F)cc1)c1ccc(F)cc1	110	111	107	98	102	106	110	/
COc1cccc(-c2c(C#N)c(-c3ccc(Cl)cc3)nc3n[nH]c(-c4ccc(Cl)cc4)c23)c1	59	58	59	69	48	27	65	44
N#Cc1c(N)cc(N)n(-c2nc3ccccc3[nH]c2=O)c1=O	99	102	107	100	100	92	103	103
c1ccc(CNCCN(CCNCc2ccccn2)Cc2ccc3ccccc3c2)nc1	-13*	1.3*	14	0.8*	11	0.2*	7.3*	-26*
CC(=O)c1cc2c(N)c(C(=O)Nc3ccnc4ccccc34)sc2nc1C	104	112	102	104	100	105	114	99
CC(NCCC(c1ccccc1)c1ccccc1)c1ccccc1 (stereo not drawn)	79	78	89	/	84	65	56	99
CC1=NC2=CC=CC3=NC(C(Cl)(Cl)Cl)=NC(=N1)N23	82	35	50	112	85	73	/	87
CCCC1(C=O)NC(=O)N(C)C1=O (stereo not drawn)	102	111	111	99	107	116	106	117
CCC(C)[C@@H]1N[C@@]2(C(=O)Nc3ccccc32)[C@@H](c2ccc(F)cc2)[C@@H]1C(=O)c1ccc(O)cc1 (stereo partly drawn)	87	101	96	90	94	78	58	94
Cc1ccccc1-c1cc(-c2ccc(F)cc2)c(C#N)c(=O)[nH]1	99	99	104	96	99	92	88	108
COc1ccc(O)c(/C=C(/C)c2ccc3cc(OC)ccc3[o+]2)c1	103	113	109	107	103	106	101	100
Fc1ccc(CNc2cccc3[nH]c(C(F)(F)F)nc23)cc1	100	77	94	90	90	89	109	98
CCCCC#Cc1c(I)n(C)c(=O)[nH]c1=O	86	-91*	21	80	-12*	-80*	-92*	95
O=C(CN1CCCCC1)Nc1nc2ccc(NCc3ccccc3)cc2s1	75	86	92	91	85	88	78	87
CCOC(=O)c1ccc(Nc2ncnc3c2c(C)nn3C)cc1	109	108	96	94	107	103	112	95
C/C(C/C(C)=N/C(N)=S)=N\C(N)=S	104	116	106	107	103	100	108	95

Continued.
SMILES	NCI/ADR-RES	OVCAR-3	DU-145	OVCAR-5	OVCAR-8	OVCAR-4	IGROV1	SK-OV-3
COC(=O)CCN1CCN(c2ccccc2Cl)CC1	96	98	98	102	106	103	106	89
COC12C=C/C(=C(/C(=O)OCc3ccccn3)C(=O)CCCCCCCCC3(OC)C=C/C(=C(/C(=O)OCc4ccccn4)C(=O)CCCCCCCC1)O3)O2	8.0*	-36*	-25*	35	17	29	-39*	46
CS(C)=O	115&100	111&116	105&112	106&104	116&95	138&99	108	129&103
O=C1/C(=C/C2C=Nc3ccccc32)SC(c2ccc(Cl)cc2Cl)N1n1cnnc1 (stereo not drawn)	99	97	104	88	95	93	90	73
COc1ccc(/C=C/c2cccc[n+]2C)cc1	103	103	111	96	105	107	85	79
CCN(CC)c1ccc(/C=C(\C#N)c2cc3ccccc3[nH]2)cc1	35	21	74	72	63	68	65	/
COC(=O)C1(C)CCC[C@]2(C)[C@H]3C[C@H]4C(C(C)C)=C[C@]3(CC[C@@H]12)[C@H]1[C@@H]4[C@@H](OCC#Cc2ccc([N+](=O)[O-])cc2)CC[C@@H]1OCC#Cc1ccc([N+](=O)[O-])cc1 (stereo partly drawn)	93	100	104	98	82	73	71	/
O=c1oc2cc(O)ccc2c2c(-c3ccccc3)c[nH]c12	101	93	91	116	81	95	92	87
NC(=O)N/N=C1\CCn2cccc21	103	108	102	107	106	100	118	102
Cc1cc(=O)oc2c(N)nccc12	105	117	113	101	106	/	118	103
CS(=O)(=O)N1CCCCC1CCN1CCCCC1 (stereo not drawn)	113	116	109	106	109	/	109	107
Clc1ccccc1-c1nc2ccccc2n2cccc12	111	102	105	107	117	105	100	99
COc1cccc(C(=O)Nc2cccc(NC(=O)c3ccccn3)c2)c1	96	105	109	94	104	96	101	98
NS(=O)(=O)c1ccc(NC(=O)/C(=C\c2ccc(Cl)cc2Cl)NC(=O)c2ccccc2)cc1	98	113	109	108	101	98	75	96
O=C1Cc2ccccc2C(=O)N1Nc1ccccc1	97	101	107	94	95	104	120	112
Cc1c(-c2nnc(SCC(C)C)o2)sc2nc3ccccc3n12	97	123	103	106	107	101	109	120
CC(C)C(NC(=O)C1(NC(=O)OCc2ccccc2)CCCC1)C(=O)O (stereo not drawn)	104	120	118	95	110	124	107	96
COc1ccc(/C=C(\C#N)n2nnc3ccc(Cl)cc32)cc1	39	-18*	64	92	49	72	59	108
COc1ccc(N2COC(=O)c3ccccc32)cc1OC	102	118	115	100	113	116	99	102
Cn1c(=O)c(-c2ccccc2)cc2ccccc21	107	96	104	98	102	104	83	99
C[C@]12CC[C@H]3[C@@H](CCC4=CC(=O)CC[C@@]43C)[C@@H]1[C@@H](O)C[C@@H]2C(=O)CO	110	112	124	103	112	104	108	115
Cc1c(Cl)cccc1C(=O)Nc1nc2c(s1)CN(C(=O)Nc1ccccc1C(F)(F)F)CC2	101	102	104	98	106	94	90	98
O=c1cc(SCc2ccccc2)nc[nH]1	101	114	121	94	117	117	111	114
O=C(O)c1cccc2c1C(=O)c1cc([N+](=O)[O-])ccc1-2	98	108	104	93	94	102	101	98
COc1ccc(-c2csc(NC(=O)CSc3nc(N)cc(N)n3)n2)cc1	104	110	104	109	103	99	96	101

Next section
SMILES	NCI/ADR-RES	OVCAR-3	DU-145	OVCAR-5	OVCAR-8	OVCAR-4	IGROV1	SK-OV-3
c1ccc(CNc2nnc(NCc3ccccc3)c3c2ncn3Cc2ccccc2)cc1	72	72	88	85	85	71	60	88
N#CC1=C(N2CCCCC2)NC(c2cccc([N+](=O)[O-])c2)c2sc3c(F)cccc3c21 (stereo not drawn)	107	104	111	97	103	103	76	102
O=[N+]([O-])c1ccc(N=Nc2c(O)c(N=Nc3cc([N+](=O)[O-])cc([N+](=O)[O-])c3O)cc(N=Nc3cc(S(=O)(=O)O)cc4cc(S(=O)(=O)O)cc(O)c34)c2O)cc1	103	104	108	104	108	98	108	96
Nc1ccc(-c2nnc3n2N=CC(c2cc(=O)oc4ccccc24)S3)cc1 (stereo not drawn)	99	71	103	96	97	102	93	/
Fc1ccc(Oc2ccc(Nc3ncnc4onc(-c5ccccc5)c34)cc2)cc1	101	109	95	101	95	102	88	/
O=c1oc2ccccc2cc1Cl	119	120	120	101	107	/	100	95
CN(c1ccc(C2=NCCN2)cc1)S(=O)(=O)c1cccc(S(=O)(=O)N(C)c2ccc(C3=NCCN3)cc2)c1	102	109	105	113	105	108	101	111
Cc1nnc(-c2ccc3c(c2)nc(-c2ccncc2)n3C2CCCCC2)o1	102	110	111	115	82	106	103	63
COc1cccc(-c2nc(-c3ccc(NC(=O)C(C)C)cc3)[nH]c2-c2ccnc(Br)c2)c1	47	37	61	70	38	33	52	46
Oc1c(Cl)cc(Cl)cc1C(c1cc(Cl)cc(Cl)c1O)C(Cl)(Cl)Cl	-16*	-7.6*	19	1.8*	-0.4*	20	-16*	-17*
CCOC(=O)C1=C(C)N(c2ccc(OC)cc2)[C@]2(C#N)C(O)=C(Cl)C(Cl)=C(O)[C@]12C#N	105	100	111	84	103	108	97	104
OC1CCC(Oc2cccc3cnc(Nc4ccc5nc[nH]c5c4)nc23)CC1 (stereo not drawn)	9.4*!	5.6*!	48&13	42&24	5.9*!	74&16	52&19	8.4*!
O=C1c2ccccc2C(=O)N1CCCBr	92&104	101&107	105&112	94&111	107&102	94&95	/	116&115
O=C(NNc1nc(NNC(=O)c2ccccc2)nc(N2CCOCC2)n1)c1ccccc1	99	105	108	104	97	111	102	119
CCCSc1nc(NCCc2c[nH]c3ccccc23)c(C#N)c(-c2ccccc2)n1	69	100	75	92	82	82	100	91
O=C(OCCCOC(=O)c1cccc2c(=O)c3ccccc3[nH]c12)c1cccc2c(=O)c3ccccc3[nH]c12	99	106	109	103	102	102	98	105
CCO/C=N/C1=C(C#N)C(c2ccc(O)cc2)c2sc3c(F)cccc3c2O1 (stereo not drawn)	100	101	108	104	102	90	87	111
CCOC(=Nc1ccc(OCC)cc1)SC(c1ccccc1)(c1ccccc1)c1ccccc1	105	112	107	89	96	98	90	100
Cc1ccc(N2CCC(=O)NC2=S)cc1	110	111	113	99	105	96	108	107
CC1CN=C(c2cccc(-c3ccc(-c4ccccc4)o3)c2)N1 (stereo not drawn)	28	11	37	-5.5*	34	43	31	18
COC1=C(C)C(=O)c2c(c(CCCl)c3n2CCC3O)C1=O (stereo not drawn)	6.6*	0.6*	1.2*	10	12	79	/	-9.5*
CSC(=O)NCCNC(=O)SC	105	118	114	93	101	/	103	110
Nc1nc(Cl)cc(Nc2ccccc2Cl)n1	110	119	117	92	109	99	/	111

Rewritten with two lines to a compound: part of the list above.
Order of values – NCI/ADR-RES | OVCAR-3 | DU-145 | OVCAR-5 | OVCAR-8 | OVCAR-4 | IGROV1 | SK-OV-3
O=C(OCCCOC(=O)c1cccc2c(=O)c3ccccc3[nH]c12)c1cccc2c(=O)c3ccccc3[nH]c12
    99 | 106 | 109 | 103 | 102 | 102 | 98 | 105
CCO/C=N/C1=C(C#N)C(c2ccc(O)cc2)c2sc3c(F)cccc3c2O1 (stereo not drawn)
    100 | 101 | 108 | 104 | 102 | 90 | 87 | 111
CCOC(=Nc1ccc(OCC)cc1)SC(c1ccccc1)(c1ccccc1)c1ccccc1
    105 | 112 | 107 | 89 | 96 | 98 | 90 | 100

For reference, part of the list above:
SMILES	NCI/ADR-RES	OVCAR-3	DU-145	OVCAR-5	OVCAR-8	OVCAR-4	IGROV1	SK-OV-3
CC1CN=C(c2cccc(-c3ccc(-c4ccccc4)o3)c2)N1 (stereo not drawn)	28	11	37	-5.5*	34	43	31	18
COC1=C(C)C(=O)c2c(c(CCCl)c3n2CCC3O)C1=O (stereo not drawn)	6.6*	0.6*	1.2*	10	12	79	/	-9.5*
CSC(=O)NCCNC(=O)SC	105	118	114	93	101	/	103	110
Nc1nc(Cl)cc(Nc2ccccc2Cl)n1	110	119	117	92	109	99	/	111

Screening results: PubChem BioAssay, NCI
